SMN2 splice enh: qHTS Assay for Enhancers of SMN2 Splice Variant Expression; Potency, µM (doses to about 46.1 µM), inactives show top-dose activity change, positive = activation, hits mostly activators; 2.8% of 210,000 active; HEK293 SMN2-luciferase splicing reporter, luminescence, 30-36 h; further: % of control where 0% means no effect; nearly all actives have a fitted effect of over 55% in size
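HEK293 cells carry an SMN2 minigene-luciferase reporter in which exon 7 inclusion puts luciferase in frame. Cells were seeded at 2000 cells/well, attached for 10-12 hours, then exposed to compounds for 30-36 hours at 37C before ONE-Glo luminescence.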
RECQ1 helicase: qHTS Assay for Inhibitors of RecQ-Like Dna Helicase 1 (RECQ1); ATP-dependent DNA helicase Q1 (Homo sapiens), P46063; RECQ1 DNA unwinding, red fluorescence kinetic read; Potency, µM (highest dose often 57.3 µM), without a hit: at the highest dose activity, negative = inhibition, hits mostly inhibitors; 0.54% of 240,000 active; AID 2549, 2010;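 further: plate controls were vehicle for no effect and no enzyme for full effect; nearly all actives have a fitted effect of over 30% in size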
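50 nM RECQ1T1 preincubated 15 min with compound in Tris pH 8.0 buffer with MgCl2, DTT, Tween-20 and 2.5 ug/ml poly(dI-dC); started with 200 nM TAMRA/BHQ-2 forked duplex and 2 mM ATP. Unwinding read as fluorescence (525/598 nm), two reads 2 h apart.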
Tau fibril ThT: qHTS for Inhibitors of Tau Fibril Formation, Thioflavin T Binding | recombinant tau K18 P301L, heparin-induced fibrillization, ThT fluorescence | Potency, µM (titrated, usually from 57.4 µM), inactives show at the highest dose activity, negative = inhibition, hits mostly inhibitors | 2.1% of 270,000 active; further: on the % scale 0 is the no-effect control and ±100 the full control effect; nearly all actives have a fitted effect of over 55% in size
Target sequence (P10636 561-689 P618L limits assumed): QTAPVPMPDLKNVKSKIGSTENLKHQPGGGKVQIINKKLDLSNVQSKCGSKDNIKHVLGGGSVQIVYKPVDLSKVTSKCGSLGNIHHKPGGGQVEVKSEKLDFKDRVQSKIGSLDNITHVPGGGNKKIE
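ThT emission at 510 nm, taken 1 hr after adding 30 uM dye, quantifies aggregates formed when 20 uM heparin acts on human tau K18 P301L for 6 hr at 37 C.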
KDM4E inh: qHTS Assay for Inhibitors of Human Jumonji Domain Containing 2E (JMJD2E) | AID 2147, 2009 | 1.6% of 230,000 active | Potency, µM (doses to about 57.1 µM), inactives show at the highest dose activity change, negative = inhibition, actives largely listed as inhibitors | JMJD2E catalytic domain, FDH-coupled NADH fluorescence (FDH is formaldehyde dehydrogenase); active means well fitted inhibition curve with a large enough effect, not every such curve was filed as active; inconclusive means small, poorly fitted or top-dose-only effect, or another doubt; inactive means no such curve, though single readings can be large or run the other way;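 further: 0% = wells with enzyme and -100% = buffer wells without enzyme; nearly all actives have a fitted effect of over 50% in size; many of its hits are not listed in these tables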
Target sequence (B2RXH2 1-337 limits assumed): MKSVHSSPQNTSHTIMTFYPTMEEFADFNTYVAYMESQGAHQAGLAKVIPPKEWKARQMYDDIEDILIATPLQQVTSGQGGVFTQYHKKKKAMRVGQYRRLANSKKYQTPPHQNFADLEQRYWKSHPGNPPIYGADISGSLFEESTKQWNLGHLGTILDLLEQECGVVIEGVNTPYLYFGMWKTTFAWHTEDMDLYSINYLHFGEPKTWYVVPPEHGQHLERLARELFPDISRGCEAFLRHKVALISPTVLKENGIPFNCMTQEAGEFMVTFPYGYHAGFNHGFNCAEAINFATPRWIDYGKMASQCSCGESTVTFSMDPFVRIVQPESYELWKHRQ
ALDH1A1 block: qHTS Assay for Inhibitors of Aldehyde Dehydrogenase 1 (ALDH1A1); Potency, µM (titrated, usually from 75.3 µM), inactives show top-dose activity, negative = inhibition, hits mostly inhibitors; 7.3% of 220,000 active; Purified ALDH1A1, NADH fluorescence, propionaldehyde substrate; active means well fitted inhibition curve with a large enough effect, not every such curve was filed as active; inconclusive means small, poorly fitted or top-dose-only effect, or another doubt; inactive means no such curve, though single readings can be large or run the other way;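 further: plate controls were no enzyme wells and a reference inhibitor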
Target sequence (P00352 whole entry, looked up): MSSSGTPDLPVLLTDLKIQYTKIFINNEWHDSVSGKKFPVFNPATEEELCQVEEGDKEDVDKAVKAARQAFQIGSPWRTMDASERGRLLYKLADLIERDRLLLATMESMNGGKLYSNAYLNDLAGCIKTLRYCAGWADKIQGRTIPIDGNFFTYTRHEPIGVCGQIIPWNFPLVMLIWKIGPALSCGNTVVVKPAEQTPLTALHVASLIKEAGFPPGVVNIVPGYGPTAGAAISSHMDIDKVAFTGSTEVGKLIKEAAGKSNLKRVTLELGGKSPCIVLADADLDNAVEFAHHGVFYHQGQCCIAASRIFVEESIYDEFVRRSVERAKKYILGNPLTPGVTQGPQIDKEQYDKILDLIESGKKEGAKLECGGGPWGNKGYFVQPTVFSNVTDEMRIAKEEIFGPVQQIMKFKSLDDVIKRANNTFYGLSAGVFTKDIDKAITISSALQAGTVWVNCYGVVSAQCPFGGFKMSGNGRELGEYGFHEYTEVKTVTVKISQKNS
Lamin A splicing: qHTS Assay for Modulators of Lamin A Splicing | HeLa LMNA splicing GFP/RFP minigene ratio, 48 h | Potency, µM (series often up to 46.1 µM), for inactives: at the top dose ratio change, negative = inhibition, most hits filed as inhibitors | 0.01% of 200,000 active | AID 1487, 2009; active means well fitted inhibition curve with a large enough effect in the signal ratio, with a control signal flat, not every such curve was filed as active; inconclusive means small, poorly fitted or top-dose-only effect, or effect the other way, or a change in a side signal; the % refers to the signal ratio; further: on the % scale 0 is the no-effect control and ±100 the full control effect
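S3 HeLa cells stably expressing lamin A-EGFP splicing minigene plus DsRed2, 600 cells/well, 48 h compound exposure at 37C. Laser-scanning cytometry; analysed as GFP (500-530 nm)/RFP (575-640 nm) total intensity ratio; 0.5% DMSO vehicle.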
Luc counter: Counterscreen for Luciferase (Kinase-Glo TM) Inhibition | Potency, µM (titrated, usually from 38.3 µM), for the others: top-dose activity change, negative = inhibition, most hits filed as inhibitors | 0.28% of 200,000 active | Luciferin 4-monooxygenase (Photuris pensylvanica), Q27757 | Kinase-Glo luciferase, ATP luminescence, 8 min; further: on the % scale 0 is the no-effect control and ±100 the full control effect; nearly all actives have a fitted effect of over 60% in size
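Substrate mix (final 50 mM imidazole pH 7.2, 50 mM KCl, 7 mM MgCl2, 10 uM ATP, 0.01% Tween 20, 0.05% BSA) plus pin-tool compound, then Kinase-Glo detection mix; 8 min ambient, luminescence read.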
L3MBTL1 block: qHTS Assay for the Inhibitors of L3MBTL1; Lethal(3)malignant brain tumor-like protein 1 (Homo sapiens), Q9Y468; AlphaScreen L3MBTL1–H3K9me1 peptide binding; Potency, µM (doses to about 57.1 µM), for the others: top-dose activity, negative = inhibition, most hits filed as inhibitors; 0.66% of 230,000 active; further: on the % scale 0 is the no-effect control and ±100 the full control effect; nearly all actives have a fitted effect of over 60% in size
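Displacement of a biotinylated histone H3(1-15) peptide monomethylated at Lys9 (75 nM) from L3MBTL1 (50 nM) was measured by AlphaScreen after a 30 min room-temperature compound incubation; cefsulodin titration served as intraplate control.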
* = called active by the depositor; & = joins results of further samples; [ ] = dose if it differs, or a comment. Unless noted, the call rests on the fitted dose curve; in most records, active means well fitted curve in the direction sought with a large enough effect; inconclusive means small, poorly fitted or top-dose-only effect, or another doubt; inactive means no such curve, though single readings can be large; an effect the other way counts as inactive or inconclusive. Potency means the concentration at half of the fitted maximal effect.

For CN(C)c1ccc(CN(C)C2CCCCC2)cc1 the results were SMN2 splice enh 7%, RECQ1 helicase -1%, Tau fibril ThT -8%, KDM4E inh -6%, ALDH1A1 block -14%, Lamin A splicing 6% and Luc counter 1%.
`COCc1nnc(NS(=O)(=O)c2ccc(C)cc2)s1` gave SMN2 splice enh 21%, RECQ1 helicase inconclusive, Tau fibril ThT 2%, KDM4E inh 0%, ALDH1A1 block 5%, Lamin A splicing -1% and Luc counter 6%.
Screening COc1ccc(C2N(c3ccc(F)cc3)C(=O)C3CCCN32)cc1 (stereo not given) returned SMN2 splice enh 13%, RECQ1 helicase inactive, Tau fibril ThT 2%, KDM4E inh inconclusive, ALDH1A1 block inconclusive, Lamin A splicing -2% and Luc counter 0%.
Screening Cc1nc(CSc2ccc(Cl)cc2)cc(NCc2ccccc2)n1 returned SMN2 splice enh 6%, RECQ1 helicase -3%, Tau fibril ThT inconclusive, KDM4E inh -3%, ALDH1A1 block inconclusive, Lamin A splicing 4% and Luc counter -3%.
For CC1=C(C(=O)OC(C)C)C(c2ccncc2)n2ncnc2N1 (stereo not given) the results were SMN2 splice enh -9%, RECQ1 helicase 12%, Tau fibril ThT -1%, KDM4E inh -6%, ALDH1A1 block 1%, Lamin A splicing 7% and Luc counter -1%.
`COC(=O)CCC(=O)Nc1cccc2ccccc12` gave SMN2 splice enh -1%, RECQ1 helicase -4%, Tau fibril ThT -4%, KDM4E inh 3%, ALDH1A1 block 13%, Lamin A splicing 7%, Luc counter -2% and L3MBTL1 block 0%.
Screening O=C(NCc1ccc2c(c1)OCO2)C1CCN(C(=O)Nc2ccc(Cl)cc2)CC1 returned SMN2 splice enh 13%, RECQ1 helicase -1%, Tau fibril ThT -2%, KDM4E inh 4%, ALDH1A1 block -1%, Lamin A splicing 14% and Luc counter -4%.
`CCOC(=O)Cc1cc(=O)n2[nH]c(C)c(C#N)c2n1` gave SMN2 splice enh 0%, RECQ1 helicase inactive, Tau fibril ThT -3%, KDM4E inh inconclusive, ALDH1A1 block -5%, Lamin A splicing 12%, Luc counter -2% and L3MBTL1 block 11%.
`COCCNc1cc(C)nc2ccccc12` gave SMN2 splice enh 2%, RECQ1 helicase -3%, Tau fibril ThT -4%, KDM4E inh 1%, ALDH1A1 block 4%, Lamin A splicing 1%[0.0737 µM], Luc counter 0% and L3MBTL1 block 0%.
`CCN(CC)CCCCn1c(-c2ccccc2)nc2c(NC3CCCCC3)nc(C)nc21` gave SMN2 splice enh -18%, RECQ1 helicase inactive, Tau fibril ThT -8%, KDM4E inh inconclusive, ALDH1A1 block inconclusive and Luc counter -2%.
For CCCCC(=O)Nc1cc(NC(=O)CCCC)cc(C(=O)O)c1 the results were SMN2 splice enh 4%, RECQ1 helicase 6%, Tau fibril ThT -12%, KDM4E inh 6%, ALDH1A1 block 0%, Lamin A splicing -9%, Luc counter 3% and L3MBTL1 block 7%.
COc1ccc(CC(=O)NNC(=O)c2cccnc2)cc1OC was read as SMN2 splice enh 7%, RECQ1 helicase 13%, Tau fibril ThT -7%, KDM4E inh 3%, ALDH1A1 block -1%, Luc counter -2% and L3MBTL1 block -11%.
For COc1ccc(N2CCCC2=N)c(OC)c1 the results were RECQ1 helicase -8%, Tau fibril ThT -15%, KDM4E inh inconclusive and L3MBTL1 block 8%.
`CC(=O)NC(Cc1ccc(C)cc1)C(=O)NC1CCN(C(=O)c2cnccn2)CC1` (stereo not given) gave SMN2 splice enh 0%, RECQ1 helicase -5%, Tau fibril ThT 0%, KDM4E inh 2%, ALDH1A1 block 9%, Lamin A splicing 6%, Luc counter -2% and L3MBTL1 block -1%.
`Cc1ccc(OCC(=O)Nc2ccc(N3CCN(S(C)(=O)=O)CC3)cc2)c(C)c1` gave SMN2 splice enh -10%, RECQ1 helicase 8%, Tau fibril ThT -10%, KDM4E inh -2%, ALDH1A1 block 2%, Luc counter -8% and L3MBTL1 block -14%.
`COc1cccc(NC(=O)CN2C(=O)NC(C)(CC(C)C)C2=O)c1` (stereo not given) gave SMN2 splice enh 15%, RECQ1 helicase -2%, Tau fibril ThT -8%, KDM4E inh 1%, ALDH1A1 block 4%, Lamin A splicing inconclusive, Luc counter 0% and L3MBTL1 block 16%.
For CN(CCc1cnn(C)c1)Cc1nc(CC2CC2)no1 the results were RECQ1 helicase -2%, Tau fibril ThT -5%, KDM4E inh -19%, ALDH1A1 block inconclusive, Lamin A splicing 10%[46 µM], Luc counter 1% and L3MBTL1 block 5%.
For COc1ccc2c(-c3ccccc3)cc(SC(C)C(N)=O)nc2c1 (stereo not given) the results were RECQ1 helicase -1%, Tau fibril ThT inconclusive, KDM4E inh 0% and ALDH1A1 block inconclusive.
CSc1ncccc1C(=O)OCn1nnc2ccccc2c1=O was read as SMN2 splice enh -3%, RECQ1 helicase inactive, Tau fibril ThT -1%, KDM4E inh 2%, ALDH1A1 block inconclusive, Lamin A splicing 3%, Luc counter -9% and L3MBTL1 block -3%.
`O=C(Cn1cc([N+](=O)[O-])cn1)Nc1nccs1` gave RECQ1 helicase -4%, Tau fibril ThT -10%, KDM4E inh -14%, ALDH1A1 block 10%, Lamin A splicing -8%[46 µM], Luc counter -2% and L3MBTL1 block 0%.

Brought forward from above: three entries, followed by the next part.
For COc1ccc2c(-c3ccccc3)cc(SC(C)C(N)=O)nc2c1 (stereo not given) the results were RECQ1 helicase -1%, Tau fibril ThT inconclusive, KDM4E inh 0% and ALDH1A1 block inconclusive.
CSc1ncccc1C(=O)OCn1nnc2ccccc2c1=O was read as SMN2 splice enh -3%, RECQ1 helicase inactive, Tau fibril ThT -1%, KDM4E inh 2%, ALDH1A1 block inconclusive, Lamin A splicing 3%, Luc counter -9% and L3MBTL1 block -3%.
`O=C(Cn1cc([N+](=O)[O-])cn1)Nc1nccs1` gave RECQ1 helicase -4%, Tau fibril ThT -10%, KDM4E inh -14%, ALDH1A1 block 10%, Lamin A splicing -8%[46 µM], Luc counter -2% and L3MBTL1 block 0%.
`COC(=O)[C@@H]1C[C@@]2(O)[C@@H](O)[C@@H](O)[C@@H](O)C[C@H]2N1C/C=C/c1ccccc1` gave SMN2 splice enh -10%, RECQ1 helicase 2%, Tau fibril ThT -14%&5%, KDM4E inh inconclusive, ALDH1A1 block inconclusive and Luc counter -6%.
For COc1ccc(CNC(=O)c2csnn2)cc1 the results were SMN2 splice enh 10%, RECQ1 helicase -3%, Tau fibril ThT 2%, KDM4E inh -9%, ALDH1A1 block 25µM*, Lamin A splicing -2%, Luc counter 1% and L3MBTL1 block -3%.
For COC(=O)c1sc2ccccc2c1NC(=O)c1ccc(S(=O)(=O)N2CCCCC2C)cc1 (stereo not given) the results were SMN2 splice enh -24%, RECQ1 helicase 5%, Tau fibril ThT -4%, KDM4E inh inconclusive, ALDH1A1 block inconclusive, Lamin A splicing 5%, Luc counter 3% and L3MBTL1 block 11%.
O=C(O)c1cc(Cl)c2c(c1)[C@@H]1C=CC[C@@H]1[C@H](c1ccc(S(=O)(=O)N3CCOCC3)cc1)N2 was read as SMN2 splice enh 10%, RECQ1 helicase 2%, Tau fibril ThT 11%, KDM4E inh -7%, ALDH1A1 block 6%, Lamin A splicing 15%, Luc counter -1% and L3MBTL1 block 22µM*.
Screening COc1ccc(-c2nc3ccccc3s2)cc1NC(C)=O returned SMN2 splice enh 11µM*, RECQ1 helicase inactive, Tau fibril ThT -10%&-15%, KDM4E inh inconclusive, ALDH1A1 block inconclusive, Lamin A splicing inconclusive, Luc counter -2% and L3MBTL1 block 1%.
Screening CCOc1ccc(/C=C/C(=O)Nc2ccc(OC)cc2[N+](=O)[O-])cc1 returned SMN2 splice enh -7%, RECQ1 helicase -11%, Tau fibril ThT inconclusive, KDM4E inh 3%, ALDH1A1 block 5%, Lamin A splicing 10%, Luc counter -1% and L3MBTL1 block -5%.
O=C(COc1cccc(-n2cnnn2)c1)N1CCOCC1 was read as SMN2 splice enh -10%, RECQ1 helicase -2%, Tau fibril ThT -1%, KDM4E inh 3%, ALDH1A1 block 4%, Lamin A splicing 8%, Luc counter -4% and L3MBTL1 block 1%.
O=C(c1ccc([N+](=O)[O-])c(CS(=O)(=O)c2ccc(Cl)cc2)c1)N1CCCCC1 was read as SMN2 splice enh -27%, RECQ1 helicase 10%, Tau fibril ThT 0%, KDM4E inh -12%, ALDH1A1 block inconclusive, Lamin A splicing -12%[9.22 µM], Luc counter -1% and L3MBTL1 block inconclusive.
Cc1cc(OCC(O)CNC(C)(C)C)ccc1Cl (stereo not given) was read as SMN2 splice enh 12%, RECQ1 helicase -3%, Tau fibril ThT 1%, KDM4E inh 5%, ALDH1A1 block -13%, Lamin A splicing 8%[46 µM] and Luc counter 0%.
Screening CCOc1ccc(N(C(C)C(=O)Nc2cccnc2)S(C)(=O)=O)cc1 (stereo not given) returned RECQ1 helicase inactive, Tau fibril ThT -2%, KDM4E inh -2%, ALDH1A1 block 2%, Lamin A splicing 18%[46 µM], Luc counter 0% and L3MBTL1 block 2%.
COc1cc(NC(=O)CS(=O)(=O)c2ccccc2)cc(OC)c1OC was read as RECQ1 helicase -3%, Tau fibril ThT 0%, KDM4E inh 0%, ALDH1A1 block inconclusive, Lamin A splicing -5%, Luc counter 0% and L3MBTL1 block 39%[activator][11.4 µM].

These rows are one share of the data. The share of hits here may be higher or lower than overall.
